Screening data (PubChem BioAssay)
TAAR1 ag = human TAAR1 agonists, primary screen, Fluo-8 calcium fluorescence, CHO RD-HGA16 cells. vehicle wells 0%, saturating PEA agonist 100%. 360,000 compounds, 0.99% hits. activation, % at 3 µM;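 active means activation above the mean activation of all test compounds in the run plus 3 SD, cut at about 38% in these data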
Target sequence (Q96RJ0 whole entry, looked up): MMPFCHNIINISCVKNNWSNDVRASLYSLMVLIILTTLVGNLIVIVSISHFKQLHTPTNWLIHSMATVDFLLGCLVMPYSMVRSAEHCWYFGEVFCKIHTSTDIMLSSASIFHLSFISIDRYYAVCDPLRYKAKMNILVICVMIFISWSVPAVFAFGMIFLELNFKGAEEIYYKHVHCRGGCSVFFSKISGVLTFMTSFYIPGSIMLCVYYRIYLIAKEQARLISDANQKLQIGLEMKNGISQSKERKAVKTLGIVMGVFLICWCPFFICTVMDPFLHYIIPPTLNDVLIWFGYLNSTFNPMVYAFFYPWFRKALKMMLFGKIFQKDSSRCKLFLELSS
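Assay system – CHO-derived RD-HGA16 cells with stable Gα16 and human TAAR1 · Compound dosing – one-point dosing at 3 µM (nominal) · Incubation – 17-24 h seeding, 75 min 37 °C dye, 30 min RT · Measured by – kinetic Fluo-8 calcium fluorescence · Control set – DMSO vehicle as 0%, PEA at EC100 as 100% · Repeats – single well for each compound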
M1 PAM = human M1 muscarinic receptor positive allosteric modulators, primary screen, CHO-K1 cells, Fluo-8 calcium fluorescence, 1536-well; AID 588819, 2011; Muscarinic acetylcholine receptor M1 (Homo sapiens), P11229; CHO-K1 hM1, ACh EC20; 0% = ACh EC20, 100% = maximal ACh; 360,000 compounds, 0.088% hits; activation, % at 3 µM; in the data active means activation above about 19%, passing the limit was not always enough
Target sequence (P11229 whole entry, looked up): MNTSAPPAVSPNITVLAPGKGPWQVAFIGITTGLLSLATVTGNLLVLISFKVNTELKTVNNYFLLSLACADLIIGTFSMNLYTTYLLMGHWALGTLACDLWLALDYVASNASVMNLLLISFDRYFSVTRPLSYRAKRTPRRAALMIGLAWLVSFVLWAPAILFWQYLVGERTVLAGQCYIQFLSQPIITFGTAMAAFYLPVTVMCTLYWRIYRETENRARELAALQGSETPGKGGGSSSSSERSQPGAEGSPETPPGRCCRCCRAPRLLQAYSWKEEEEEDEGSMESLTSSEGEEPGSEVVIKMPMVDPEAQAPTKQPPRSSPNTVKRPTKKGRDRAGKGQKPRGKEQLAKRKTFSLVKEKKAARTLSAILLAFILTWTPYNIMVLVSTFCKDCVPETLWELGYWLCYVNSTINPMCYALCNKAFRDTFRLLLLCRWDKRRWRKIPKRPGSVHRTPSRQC
M1 ag = human M1 muscarinic receptor agonists, primary screen, Fluo-8 calcium fluorescence, CHO-K1 cells, HTS; Muscarinic acetylcholine receptor M1 (Homo sapiens), P11229; CHO-K1 hM1, agonist mode; 0% DMSO, 100% acetylcholine EC100; activation, % at 3 µM; 360,000 compounds, 0.33% hits;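 active means activation above the run's mean compound activation plus 3 SD, cut at about 16% in these data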;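 further: peak over basal fluorescence ratio within a 140 s kinetic read after compound addition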
M1 antag = human M1 muscarinic receptor antagonists, primary screen, CHO-K1 cells, Fluo-8 calcium fluorescence, 1536-well; Muscarinic acetylcholine receptor M1 (Homo sapiens), P11229; CHO-K1 hM1, ACh EC80 antagonist; inhibition, % at 3 µM; 360,000 compounds, 1.3% hits;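 active means percent inhibition above its own plate's cutoff, namely the mean of that plate's compound wells plus 3 SD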;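 further: peak over basal fluorescence ratio during 140 s after agonist addition; 0% = ACh EC80 plus DMSO and 100% = DMSO alone without agonist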
TAAR1 antag = human TAAR1 antagonists, primary screen, Fluo-8 calcium fluorescence, CHO RD-HGA16 cells; Trace amine-associated receptor 1 (Homo sapiens), Q96RJ0; antagonist; inhibition, % at 3 µM; 360,000 compounds, 1.5% hits;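 active means inhibition above a per-plate cutoff, the mean inhibition of test compounds on that plate plus 3 SD, cut at about 49% in these data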;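 further: 0% = DMSO plus EC80 beta-PEA response and 100% = DMSO alone without agonist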
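Test system: RD-HGA16 CHO cells with stable hTAAR1 and Gα16 / Probe or stimulus: EC80 β-phenethylamine stimulus / Times: seeding 17-24 h prior, 75-min 37 °C, 30-min RT dye loading / Detection: Fluo-8 calcium-sensitive fluorescence / Read-out basis: % inhibition scaled between DMSO and EC80 PEA controls / Repeats: singlicate, one well per test compound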
CHO parental Ca = ATP-evoked calcium signal inhibitors, parental CHO, primary screen, counter-screen for OX1R antagonist project, cell-based, fluorescence, Fluo-8 calcium dye. parental CHO-K1, ATP-induced calcium, Fluo-8 fluorescence. inhibition, % at 5.6 µM. 330,000 compounds, 0.63% hits. AID 463079, 2010;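 active means inhibition above that plate's mean sample inhibition plus 3 SD, cut at about 26% in these data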;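 further: 0% = ATP-challenged DMSO wells and 100% = DMSO wells without ATP; some compounds past the cut are filed as inactive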
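Material: parental CHO cells / Compound: single nominal dose of 5.6 µM per compound / Signal: Fluo-8 fluorescence / Replicates: singlicate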
CHO-K1 Ca PAM = nonselective calcium activators in parental CHO-K1 cells, primary screen, counter-screen for M1 PAM project, cell-based, Fluo-8 calcium fluorescence, full deck, 1536-well; ATP EC20; 0% at ATP EC20, 100% at ATP max; activation, % at 3 µM; 360,000 compounds, 0.02% hits; AID 602247, 2012;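 active means activation above the run cutoff, the mean activation of all test compounds plus 3 SD, cut at about 40% in these data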;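 further: peak over basal fluorescence ratio in a 140 s read after ATP addition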
CHO-K1 Ca antag = counter-screen for M1 antagonists: effect in parental CHO-K1 cells; inhibition, % at 3 µM; 360,000 compounds, 0.6% hits; AID 602250; ATP-induced calcium, Fluo-8 fluorescence;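 active means inhibition above a per-plate cutoff, the plate's mean sample inhibition plus 3 SD, cut at about 24% in these data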;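 further: 0% = DMSO plus EC80 ATP and 100% = DMSO alone without ATP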
M1 ag parental = counter-screen for M1 agonists: effect in parental CHO-K1 cells | Fluo-8 calcium fluorescence; scaled to maximal ATP response, vehicle zero | activation, % at 3 µM | 360,000 compounds, 0.48% hits; in the data active means activation above about 15%;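 further: untransfected CHO-K1 host cells lacking M1 receptor as counterscreen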
The depositor's hits bear a star; nt = not tested or not shown. Outcome played no part in choosing rows; about 4.4% have a hit in one of these screens.

Below each compound – TAAR1 ag | M1 PAM | M1 ag | M1 antag | TAAR1 antag | CHO parental Ca | CHO-K1 Ca PAM | CHO-K1 Ca antag | M1 ag parental
(1) O=C(Nc1ccon1)c1ccc(S(=O)(=O)N2CCCCCC2)cc1
→ 7.2 | 6.5 | -2.7 | -11.2 | -2.7 | -5.2 | 25.0 | -13.0 | 1.1
(2) CCSc1ccccc1C(=O)n1nnc2ccccc21
→ nt | -1.9 | -6.5 | -3.9 | nt | -1.6 | 11.4 | -5.4 | 0.3
(3) CN1CC[n+]2cnc3ccccc3c21
→ -0.5 | 10.5 | -5.9 | -5.8 | -1.5 | -5.7 | 16.9 | -6.4 | 0.7
(4) C=CCNc1nc(Cl)nc(NCc2ccco2)n1
→ 2.5 | 9.0 | -4.9 | -13.0 | -13.7 | nt | 17.4 | -12.1 | 2.9
(5) COc1ccccc1NS(=O)(=O)c1ccc(Cl)c(NC(=S)NC(=O)C2CCCC2)c1
→ 3.7 | -8.4 | -11.2 | 10.2 | 9.8 | -32.6 | -5.7 | 4.8 | -0.1
(6) CCOC(=O)C1=C(C)N(C)C(=O)NC1c1c(O)ccc2ccccc12 (stereo not drawn)
→ 2.9 | 1.0 | -1.6 | -6.8 | -9.7 | -10.8 | -12.4 | -13.2 | 1.4
(7) CCc1nc2c(OCc3ccc(F)cc3)cccn2c1N(C)C(=O)c1ccc(C)cc1
→ 2.4 | -16.4 | -9.4 | 16.0 | -16.7 | nt | -5.8 | 12.4 | -0.7
(8) CCCCC(=O)N(C)c1c(CC)nc2c(OCC(=O)C(C)(C)C)cccn12
→ 1.4 | 7.9 | -4.3 | -14.4 | -14.6 | nt | 13.9 | -4.9 | 0.9
(9) CCC(C)(C)n1nnnc1C(c1ccncc1)N1CCC(Cc2ccccc2)CC1 (stereo not drawn)
→ 3.3 | -3.8 | -3.1 | 10.5 | 1.4 | -24.9 | 7.6 | 5.1 | 0.1
(10) O=C(O)c1cc([N+](=O)[O-])cc2c1C=Cc1ccccc1O2
→ -1.7 | 6.5 | -2.0 | -8.8 | -4.6 | -5.8 | 9.1 | -12.0 | -0.1
(11) CCOC(=O)Nc1ccc2c(c1)N(C(=O)CCN1CCN3CCCC3C1)c1ccccc1CC2 (stereo not drawn)
→ 4.6 | -2.3 | -11.6 | 4.6 | 15.9 | -20.0 | 15.7 | -17.6 | 0.9
(12) OC(CN1CCCCC1)Cn1c2ccccc2c2cc(Br)ccc21 (stereo not drawn)
→ 16.2 | 3.4 | -5.8 | -8.8 | 15.1 | 10.6 | -9.3 | 7.8 | 14.9
(13) O=S(=O)(c1cccc2ccccc12)N1CCC2CC1c1cc(-c3ccc4c(c3)OCO4)ccc12 (stereo not drawn)
→ 3.5 | 3.0 | 0.9 | -3.0 | -17.7 | nt | 2.7 | 6.7 | -0.1
(14) O=C(COC(=O)Cc1cccc(C(F)(F)F)c1)Nc1ccc2c(c1)OCCO2
→ 9.5 | 6.5 | -5.6 | -0.7 | 5.8 | -8.1 | 14.9 | 2.4 | 0.9
(15) O=C(NNC(=S)Nc1cccc(C(F)(F)F)c1)c1ccc(Cl)cc1Cl
→ 3.6 | -2.9 | 2.4 | 5.0 | 8.2 | 5.4 | -11.4 | 11.3 | 7.7
(16) CCOc1cc(N2CCOCC2)c(OCC)cc1NC(=O)COC(=O)C1CCCN1S(=O)(=O)c1ccccc1F (stereo not drawn)
→ -0.2 | 2.9 | -5.4 | -2.1 | 0.8 | -9.7 | 7.9 | -14.0 | 1.8
(17) O=C(Nc1nc(-c2nc3ccccc3s2)cs1)c1ccco1
→ 1.5 | 4.5 | -1.9 | -10.0 | 14.0 | -2.8 | 29.3 | -8.9 | 0.9
(18) O=c1[nH]c2cc([N+](=O)[O-])cc(Cl)c2c2ccccc12
→ -0.5 | 5.4 | -2.9 | -11.9 | -20.4 | nt | 1.7 | -11.0 | -0.1
(19) CS(=O)(=O)N(CC(=O)Nc1cccc(Cl)c1Cl)c1ccccc1
→ 1.0 | 7.3 | -3.9 | -4.8 | -4.3 | -20.4 | 16.7 | -1.5 | 0.2
(20) Cc1ccc(S(=O)(=O)N2C=CC(C(F)(F)F)=NCC2)cc1
→ 5.8 | 3.0 | 1.8 | -15.7 | 5.2 | -8.9 | -3.6 | 8.1 | 0.2
(21) O=S(=O)(NCc1ccncc1)c1ccc(F)c(F)c1
→ 6.9 | -5.9 | 6.3 | 10.1 | 4.1 | nt | -0.2 | 15.5 | 12.3
(22) CC(C)n1ncc(N2CCOCC2)c(Cl)c1=O
→ 5.5 | 17.5 | -7.3 | -15.5 | -5.9 | 1.5 | -2.8 | 3.9 | -0.4
(23) CCCCS(=O)CC(COCc1ccccc1)OC(=O)CSc1nc(C)cc(C)n1 (stereo not drawn)
→ 10.3 | 0.7 | -2.3 | -0.9 | 14.6 | -28.2 | 8.4 | -0.3 | 1.2
(24) COc1ccc(-c2cccc(C(=O)N3CCOCC3)c2)cc1
→ -1.6 | 0.1 | -3.1 | -10.1 | -1.6 | -5.2 | -13.8 | 17.0 | 0.9
(25) CC(C)C1COC(c2cccc3ccccc23)=N1 (stereo not drawn)
→ 16.3 | -1.5 | -2.9 | -1.8 | -8.9 | -20.0 | 17.8 | -12.9 | 1.1
(26) CCn1c(=O)cc(C(=O)OC)sc1=Nc1ccc(F)c(F)c1
→ 0.9 | 7.8 | -5.5 | -17.4 | -10.9 | -16.2 | 18.5 | -13.6 | 0.2
(27) CCCOc1ccc(-c2c(=O)n(OCc3ccc([N+](=O)[O-])cc3)c3ccccc3[n+]2[O-])cc1
→ 0.0 | -1.4 | -3.3 | -0.4 | -13.0 | -14.8 | -14.3 | 22.1 | 0.3
(28) CCn1cc(C2C3=C(CC(C)(C)CC3=O)N(c3ccc(C)cc3)C3=C2C(=O)CC(C)(C)C3)c(C)n1
→ 0.4 | -1.2 | -2.5 | 6.5 | -10.3 | nt | -13.9 | -0.6 | -0.1
(29) Cc1ccnc(NC(=O)c2ccc(NS(=O)(=O)/C=C/c3ccccc3)cc2)c1
→ -1.5 | -2.1 | -3.5 | 5.3 | -29.3 | -13.3 | -1.2 | 5.3 | -0.1
(30) CCN(c1cccc(C)c1)S(=O)(=O)c1cccc(C(=O)O)c1
→ 7.3 | 6.5 | -4.3 | -0.8 | 10.7 | 0.3 | 2.9 | 0.0 | 0.1
(31) COc1ccc(S(=O)(=O)N2CCC(C(=O)NC3CCCCC3C)CC2)cc1 (stereo not drawn)
→ 0.2 | 1.0 | -7.1 | -9.8 | 3.0 | -0.3 | -3.0 | -9.8 | 1.9
(32) Cc1nnc(NC(=O)c2ccccc2-c2ccccc2C(=O)O)s1
→ 0.2 | 2.1 | -1.8 | -2.1 | -20.5 | -9.1 | -11.9 | 12.9 | 0.4
(33) CN(C)/N=C/c1cc([N+](=O)[O-])ccc1O
→ 2.6 | -2.0 | 2.7 | 0.1 | -10.1 | 7.5 | -5.1 | -12.1 | 8.4
(34) O=S(=O)(c1ccc2ccccc2c1)N1CCN(C(=S)Nc2ccc(F)cc2)CC1
→ 4.3 | 1.7 | -4.7 | -5.0 | 19.8 | 1.6 | 8.3 | -4.6 | 1.2
(35) CCc1nc2c(OCCC3CCCCC3)cccn2c1N(C)C(=O)c1ccccc1F
→ -1.0 | -0.6 | -7.9 | -7.2 | -17.4 | nt | 4.0 | -5.8 | -0.5
(36) COc1ccc(N(C(=O)c2ccco2)C(C(=O)NC2CCCCC2)c2ccccc2)cc1 (stereo not drawn)
→ 13.6 | -4.2 | -4.2 | -0.2 | 14.1 | -22.1 | -6.5 | 12.0 | 0.0
(37) CCCCCc1cc(=O)oc2c(C(CCN3CCCCC3)c3ccc4c(c3)OCO4)c(OC)cc(OC)c12 (stereo not drawn)
→ 23.1 | 4.1 | -3.3 | 11.1 | 3.5 | 19.2 | 5.4 | 4.6 | 0.5
(38) O=C(Nc1cc(Cl)ccc1N1CCOCC1)c1cccnc1Cl
→ 8.5 | 2.9 | -4.8 | -0.7 | -4.2 | -16.1 | 7.9 | 1.9 | 9.8
(39) COc1cc(NC(=O)C2CCCO2)c(C(=O)O)cc1OC (stereo not drawn)
→ nt | 9.6 | -2.3 | -12.9 | nt | -7.0 | 14.4 | -12.1 | 0.7
(40) O=C(Nc1ccc2[nH]c(=O)[nH]c2c1)Nc1ccc(F)cc1F
→ 6.9 | 2.2 | -2.6 | -4.0 | 8.7 | -0.5 | 9.7 | -6.7 | 0.4
(41) O=C(Nc1nnc(-c2ccc(Cl)cc2)o1)Nc1ccccc1F
→ -1.1 | 1.8 | -4.2 | -14.8 | -1.4 | -9.0 | 9.3 | -14.7 | 0.0
(42) NS(=O)(=O)Oc1ccccc1
→ 9.5 | -7.0 | -3.0 | 13.8 | 5.5 | -0.8 | -10.6 | 0.5 | 0.1
(43) Cc1ccc(NC(=S)NCC(C)C)cc1
→ 0.5 | 13.4 | -7.9 | -5.0 | -5.1 | -4.0 | 22.2 | -2.1 | 1.6
(44) CCOC(=O)c1c(C)[nH]c(C(=O)COC(=O)/C=C/c2ccc(OCC#N)c(OC)c2)c1C
→ 8.2 | 4.6 | -0.5 | -12.1 | -21.1 | -2.9 | 14.5 | -10.5 | 0.9
(45) COc1cc(NC(=O)Cn2c(=O)n(CC3CCCO3)c(=O)c3ccccc32)cc(OC)c1 (stereo not drawn)
→ 2.7 | 5.5 | -0.7 | -0.3 | -10.3 | -7.8 | 6.2 | -4.6 | 0.4
(46) Cc1ccc(N2CC(C(=O)Nc3c(C)n(C)n(-c4ccccc4)c3=O)CC2=O)cc1 (stereo not drawn)
→ -0.6 | 4.5 | -4.5 | -5.8 | -4.7 | -0.9 | 16.2 | -10.3 | 4.1
(47) CCN(C(=O)C(=O)c1c[nH]c2ccccc12)c1ccccc1
→ 5.3 | 11.4 | -2.1 | -13.0 | 7.0 | -2.2 | 5.5 | 6.4 | -0.2
(48) O=C(NCCc1ccccn1)C(F)(F)C(F)(F)C(F)(F)C(F)(F)C(F)(F)C(F)F
→ 24.3 | -3.7 | -8.6 | 2.3 | -13.6 | -8.3 | -11.7 | 8.9 | 0.3
(49) CCOC(=O)CC1=C(C(=O)OCC)C(c2ccncc2)C(C#N)=C(N)O1 (stereo not drawn)
→ -2.2 | 14.2 | -1.3 | -14.0 | 3.4 | nt | 17.7 | -10.4 | 0.5
